p53ts 32C tox – p53ts cell cytotoxicity, permissive temperature. H1299-p53A138V at 32C, ATP luminescence viability, 24 h. 130,000 tested, 0.93% active. Potency, µM (doses to about 46.1 µM), without a hit: at the top dose activity change, negative = cytotoxicity, hits mostly cytotoxic;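 note: 0% = DMSO and -100% = full killing by reference compound; nearly all actives have a fitted effect of over 55% in size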
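Cells: H1299 p53ts (A138V), 600/well, pre-incubated 16–30 h at 37C. Cpd up to 46 uM, 24 h, 32C. Readout: ATPlite luminescence, 20 min RT. Normalization: DMSO vs tamoxifen 100 uM. AC50 by Hill equation.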
IkB signaling – IkB pathway inhibition in ABC-DLBCL cells; 110,000 tested, 0.04% active; ABC-DLBCL IkBa-CBG/CBR dual luciferase ratio, 4 h; response scale: scaled: untreated 0%, proteasome inhibitor 100%; Potency, µM (doses to about 57.1 µM), inactives show top-dose IkBa stabilization activation; AID 445; active = well fitted curve in the direction sought with a large enough effect in the signal ratio, not every such curve was filed as active; inconclusive = small, poorly fitted or top-dose-only effect, or a change in a side signal; the % refers to the signal ratio;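 note: the direction sought is a rising ratio; 0% = basal untreated cells and 100% = reference inhibitor full response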
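Curves were fitted separately to fusion (green), unfused (red) and ratio luminescence, then classed by r2, magnitude and activity. Cells: OCI-Ly3, 4 h compound plus doxycycline at 37C; 10 uM MG-132 defined full response.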
Imprint erasure – genomic imprint erasure induction. mouse ES Peg3-LacZ reporter, beta-gal luminescence, 40 h. Potency, µM (titrated, usually from 60.7 µM), for the others: at the highest dose activity change, positive = activation, usual class: activators. 110,000 tested, 0.02% active;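 note: 0% = negative control wells on the plate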
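Imprint erasure is scored as LacZ activity from the silenced maternal Peg3 allele in feeder-free female ES cells cultured 40 h with LIF. Luminescence is normalized to in-plate negative controls and fitted to the Hill equation.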
p53ts 39C kill – p53ts cell cytotoxicity, nonpermissive temperature | Potency, µM (series often up to 46.1 µM), for the others: top-dose activity change, negative = cell killing, most hits filed as cytotoxic | H1299-p53A138V viability at 39C, ATP luminescence, 24 h | 130,000 tested, 1.5% active; note: nearly all actives have a fitted effect of over 55% in size
* hit, by the source's call; ? = inconclusive; nt = not tested or not shown; [ ] = dose if it differs, or a comment. Unless noted, calls come from the whole dose curve; as a rule, active = well fitted curve in the direction sought with a large enough effect; inconclusive = small, poorly fitted or top-dose-only effect, or another doubt; inactive = no such curve, though single readings can be large; an effect the other way counts as inactive or inconclusive. Unless noted, % is set by controls: 0 for no effect and ±100 for the full control effect; potency is the fitted concentration of half-maximal effect.

SMILES,p53ts 32C tox,IkB signaling,Imprint erasure,p53ts 39C kill
c1ccc(Cn2nnnc2C(c2ccccc2)N2CCN(c3nc4ccccc4s3)CC2)cc1 (stereo not drawn),2%,0.0%,-6%,1%
O=C(Oc1cccc2c(=O)[nH]ccc12)c1ccccc1,10%,-1.8%,8%,-21%
CSc1nnc(NC(=O)c2ccc(C)c(S(=O)(=O)N3CCOCC3)c2)s1,-22%,-4.3%,-19%,?
CC(C)c1ccc(NC(=O)C2CCN(C(=O)c3ccc(F)cc3)CC2)cc1,-6%,?,-15%[10.9 µM],-12%
COc1ccc(/C=C/C(=O)Nc2ccc(-n3nncc3-c3ccccc3)cc2)cc1OC,23%,nt,nt,4%
Cc1n[nH]c(C)c1S(=O)(=O)N1CCCC(C(=O)Nc2ccc(Br)cc2)C1 (stereo not drawn),-1%,?,-4%[10.9 µM],9%
O=C(NCC(c1ccc2c(c1)OCO2)N1CCN(c2ccccc2F)CC1)c1ccccc1F (stereo not drawn),2%,?,-7%[10.9 µM],-7%
CCc1cccc(C)c1Nc1c(-c2ccc(N(C)C)cc2)nc2ncccn12,32%[activator],?,-10%[10.9 µM],?
CCOC(=O)c1ccc(NC(=O)CC2C(=O)N(c3ccc(F)cc3)C(=O)N2CCCOC)cc1 (stereo not drawn),-8%,-0.7%,-11%,-1%
COc1ccc(CN2CC(C(=O)NCc3ccccn3)CC2=O)cc1 (stereo not drawn),-5%,0.3%,6%,8%
CCc1ccc(C(=O)c2cn(CC(=O)Nc3ccc4c(c3)OCO4)c3ccc(Cl)cc3c2=O)cc1,-28%,1.1%,-21%[10.9 µM],13µM*
CCN(Cc1cc2ccc(C)cc2[nH]c1=O)C(=O)c1cccnc1,-1%,4.0%,6%,-13%
CC(C)c1nnc(SCC(=O)Nc2ccc3c(c2)OCO3)n1C,10%,nt,nt,7%
CCCC(C1=C(O)CC(C)(C)CC1=O)C1C(=O)CC(C)(C)CC1=O (stereo not drawn),5%,nt,nt,19%
Cc1[nH]c(=O)[nH]c(=O)c1S(=O)(=O)NCCc1ccc(S(N)(=O)=O)cc1,-9%,0.1%,15%,16%
CCC(CC)C(=O)NC1CC(=O)N(c2ccc3c(c2)OCCO3)C1 (stereo not drawn),6%,-1.1%,-13%[10.9 µM],-16%
CC1(C)CC(O)C(C)(C)N1O (stereo not drawn),-2%,0.8%,-5%,10%
CCOc1ccc2[nH]c(=O)c(CN(Cc3cccs3)Cc3nnnn3C(C)(C)CC)cc2c1,13%,-1.1%,-35%[inhibitor],-12%
Cc1cc(=O)oc2cc(O)c(O)cc12,-20%,nt,-31%[inhibitor],-16%
CCCCSc1nc2c(cnn2-c2ccc(Cl)cc2)c(=O)[nH]1,-5%,0.3%,6%,-9%
O=c1cc(CSc2ccc(Cl)cc2)nc2nc[nH]n12,-2%,1.5%,-44%[inhibitor],2%
Cc1cc(NC(=O)C2CCN(S(=O)(=O)c3c(C)noc3C)CC2)ccc1Br,1%,?,-13%[10.9 µM],-21%
Cc1nn(-c2ccccc2)c(C)c1C(=O)OC/C(O)=C(\C#N)c1nc2ccccc2[nH]1,-3%,?,-12%,2%
COc1ccccc1CNC(=O)C1CC(=O)N(C2CCCC2)C1 (stereo not drawn),-1%,0.5%,-3%,0%
Cc1ccc(CN2C(=O)CCC2C(=O)NCCN(CC(C)C)CC(C)C)cc1 (stereo not drawn),3%,0.1%,-28%,-1%
COc1ccccc1N1CCN(C(=O)c2cn(-c3ccccc3)nc2-c2cccnc2)CC1,?,?,-9%,-26%
Cc1cc(OCC(=O)Nc2ccc(C(=O)OC3CCCCC3)cc2)cc(C)c1Cl,10%,?,-16%[10.9 µM],11%
O=S(=O)(c1cccc(Cl)c1)c1nnn2c1nc(NC1CCCCCC1)c1sccc12,4%,-2.7%,3%[10.9 µM],-5%
O=C(Nc1cccnc1)C1OCCc2ccccc21 (stereo not drawn),2%,1.6%,-17%,9%
Cc1ccccc1CN1c2ccccc2-c2nc(SCC(=O)NCCc3ccccc3)ncc2S1(=O)=O,11%,0.4%,-3%[10.9 µM],-5%

Remaining list, next part:
Every second line gives: p53ts 32C tox	IkB signaling	Imprint erasure	p53ts 39C kill
> CCCCOc1cc(C)nc(NCc2ccccc2)n1
  3%	-1.5%	-33%[inhibitor]	-9%
> COc1cccc(-n2c(SCC(=O)NC(C)(C)C)nnc2-c2ccoc2C)c1
  4%	-0.6%	-1%	14%
> Cc1ccc(N(C(=O)CNC(=O)c2ccco2)C(C(=O)NCC2CCCO2)c2ccccc2)cc1 (stereo not drawn)
  5%	0.4%	-4%	4%
> O=C(COc1ccc(=O)n(-c2ccccc2)n1)Nc1ccccc1
  -2%	1.9%	-1%	-3%
> O=C(CCN1C(=O)c2ccccc2S1(=O)=O)NCc1ccco1
  6%	-0.8%	-9%	9%
> CCOC(=O)c1cccc(NC(=O)C(C)n2c(C)c3cnn(-c4ccccc4)c(=O)c3c2C)c1 (stereo not drawn)
  2%	1.8%	10%[10.9 µM]	-18%
> COc1cc2c(=O)c(C(=O)c3ccc(C)c(C)c3)cn(Cc3ccccc3)c2cc1OC
  8%	?	-7%[10.9 µM]	-18%
> Cc1cc2ccccc2c(=O)n1CC(=O)N(C)c1ccc(F)cc1
  7%	3.3%	-13%	4%
> Cn1c(=O)n2n(c1=O)[C@H]1[C@H](O)[C@H]3O[C@@H]3/C(=N/OCc3ccccc3)[C@@H]1CC2
  5%[9.22 µM]	nt	nt	2%[9.22 µM]
> Cc1ccc(NC(=O)C(NS(=O)(=O)c2ccc3c(c2)CCC(=O)N3)c2ccccc2)cc1C (stereo not drawn)
  11%	?	2%[10.9 µM]	-13%
> CCC1=C2CC[C@H]3C(=O)N(CC)C(=O)[C@H]3[C@H]2[C@@]2(Cc3ccccc3)C(=O)N(CC3CC3)C(=O)N2C1=O
  10%	nt	-5%	-3%
> COC(=O)c1nc2nc(C)cc(C(F)(F)F)n2n1
  -6%	0.4%	nt	-2%
> NS(=O)(=O)c1ccc(N=Nc2nc3[nH]c(=O)[nH]c(=O)c3[nH]2)cc1
  1%[9.22 µM]	0.2%[11.4 µM]	3%[10.9 µM]	1%[9.22 µM]
> CCC(C)(C(=O)NC1CCCCC1)N(Cc1ccco1)C(=O)CNC(=O)c1ccccc1 (stereo not drawn)
  13%	-0.8%	-10%	-4%
> COc1ccccc1CN1C(=O)[C@@H]2C(CCC(N)=O)NC3(C(=O)Nc4c3ccc(Cl)c4C)[C@@H]2C1=O (stereo partly drawn)
  13%	3.0%	3%	5%

Full records, quoted from the list. Values in the order: p53ts 32C tox, IkB signaling, Imprint erasure, p53ts 39C kill
Cc1ccc(NC(=O)C(NS(=O)(=O)c2ccc3c(c2)CCC(=O)N3)c2ccccc2)cc1C (stereo not drawn) as listed: 11%, ?, 2%[10.9 µM], -13%
CCC1=C2CC[C@H]3C(=O)N(CC)C(=O)[C@H]3[C@H]2[C@@]2(Cc3ccccc3)C(=O)N(CC3CC3)C(=O)N2C1=O as listed: 10%, nt, -5%, -3%
CCC(C)(C(=O)NC1CCCCC1)N(Cc1ccco1)C(=O)CNC(=O)c1ccccc1 (stereo not drawn) as listed: 13%, -0.8%, -10%, -4%
O=C(CCN1C(=O)c2ccccc2S1(=O)=O)NCc1ccco1 as listed: 6%, -0.8%, -9%, 9%

Continued.
Every second line gives: p53ts 32C tox	IkB signaling	Imprint erasure	p53ts 39C kill
> CCOc1ccc(N(CC(=O)NCC(C)C)S(C)(=O)=O)cc1
  -3%	-0.3%	-4%	-1%
> COc1cccc(NC(=O)CSc2nc(C)c(Cc3ccccc3)c(=O)[nH]2)c1
  7%	?	-7%[10.9 µM]	-22%
> Cc1cc(C)c(S(=O)(=O)Nc2ccc(O)cc2)c(C)c1
  -10%	2.2%	-5%	-9%
> O=C(CN(Cc1ccc(F)cc1)C(=O)c1ccco1)NCc1ccc(F)cc1
  3%	0.9%	-4%	6%
> CCOc1ccccc1-c1nnc(SCc2ccc(Cl)cc2)o1
  -1%	?	-9%[10.9 µM]	-22%
> CN(c1cccc(NC(=O)COc2ccc(Cl)cc2Cl)c1)S(C)(=O)=O
  -28%	nt	nt	?
> CCOc1ccc2nc(N3CCC(C(=O)N4CCN(C5CCCCC5)CC4)CC3)sc2c1
  -25%	9.3%	-8%	-29%
> CCC(C)NC(=O)c1ccc2c(c1)N=C(C)c1cc(C)ccc1S2 (stereo not drawn)
  -6%	19%	-18%[10.9 µM]	-3%
> Cc1csc(NC(=O)c2sc3nc(-c4cccs4)ccc3c2N)n1
  -23%	?	-26%	-8%
> CCc1ccc(-n2c(=O)c3c4c(sc3n(CC(=O)N3CCCCC3CC)c2=O)CCC4)cc1 (stereo not drawn)
  18%	0.3%	-5%[10.9 µM]	-3%
> Cc1ccc(-c2nc(C#N)c(NCc3ccco3)o2)cc1
  -7%	-1.1%	3%	-10%
> COc1ccc(-c2nc(Cn3c(SCc4cccc(F)c4)nc4ccncc43)c(C)o2)cc1OC
  -14%	2.4%	-23%	-10%
> CCN1C(=O)c2ccccc2Sc2ccc(NC(C)=O)cc21
  -15%	?	-25%[10.9 µM]	-14%
> Cc1cnc(CNc2ncncc2-c2cccnc2)cn1
  5%	1.5%[11.4 µM]	-2%	9%
> CCC(c1nnnn1Cc1ccc(F)cc1)N1CCN(C2CCCCC2)CC1 (stereo not drawn)
  -5%	0.0%	0%	2%
> CCc1ccc(NC(=O)CSC2=Nc3ccccc3C3=NC(CCC(=O)NCc4ccccc4OC)C(=O)N23)cc1 (stereo not drawn)
  16%	5.1%	-14%[10.9 µM]	-17%
> CC(C)c1ccc(C2Sc3ccccc3NC3=C2C(=O)c2ccccc23)cc1 (stereo not drawn)
  -29%	?	-16%[10.9 µM]	-4%
> c1cn2cc(CSC3CCCCC3)nc2s1
  -10%	2.6%	-52%[inhibitor]	-13%
> O=C(CCCCCn1c(=O)[nH]c2ccsc2c1=O)N1CCCCC1
  20%	0.1%	-12%	-7%
> COc1ccc(OC)cc1
  11%[1.84 µM]	-1.5%	9%	-16%
> O=C1c2ccccc2C(=O)C1c1ccc2ccccc2n1
  ?	?	9%	2.5µM*
> CN(C)CCCn1cnc2cc(Cl)c(Cl)cc21
  -2%[9.22 µM]	0.5%[11.4 µM]	-14%[10.9 µM]	0%[9.22 µM]
> Cc1ccc(NC(=O)N2CCN3CCCCC3C2)cc1F (stereo not drawn)
  -8%	1.3%	-6%[10.9 µM]	-11%
> CCn1ncc(NC(=O)Nc2cccc(C(F)(F)F)c2)c1C(N)=O
  -1%	-3.5%	19%	5%
> Cn1nc(C(=O)N2CCN(c3ccc(Cl)cc3)CC2)c2c1-c1ccccc1SC2
  0%	-2.7%	10%[10.9 µM]	4%
> Cc1cc(C)c(NC(=O)C2c3ccccc3Oc3ccccc32)c(C)c1
  -4%	nt	nt	14%
> O=C(COc1c(F)c(F)cc(F)c1F)NC(=O)NC1CCCC1
  4%	0.3%	-11%	-2%
> COc1ccccc1N=c1scc(-c2ccc3c(c2)NC(=O)CO3)n1CC1CCCO1 (stereo not drawn)
  -7%	?	-15%	-9%
> CCOc1ccc(-c2nnc(SCC(=O)NCCc3ccccc3)nc2-c2ccc(OCC)c(OC)c2)cc1OC
  ?	1.1%	-8%[10.9 µM]	?
> Cc1nn(C)c(C)c1CN(C)S(=O)(=O)c1ccc2ccccc2c1
  -4%	nt	nt	-7%
> COc1ccc(NC(=O)CCc2ccccc2)cc1NC(=O)c1ccco1
  9%	-4.7%	-18%	0%

As entered above:
`O=C(CN(Cc1ccc(F)cc1)C(=O)c1ccco1)NCc1ccc(F)cc1` in p53ts 39C kill is listed with 6%
`COc1ccccc1N1CCN(C(=O)c2cn(-c3ccccc3)nc2-c2cccnc2)CC1` in p53ts 39C kill is listed with -26%
`CCc1ccc(NC(=O)CSC2=Nc3ccccc3C3=NC(CCC(=O)NCc4ccccc4OC)C(=O)N23)cc1` (stereo not drawn) in IkB signaling is listed with 5.1%

Bioassay records (PubChem)
